SRC2 TRFRET art = TR-FRET signal artefacts, primary screen, artefact control for PPARgamma SRC-2 agonist project, biochemical; TR-FRET artefact counter-screen; active compounds read high; TR-FRET ratio at 8 µM; 0.4% of 200,000 active; AID 1049, 2008; in the data active means TR-FRET ratio above about 2000; further: inactives centre near 1500
S1P3 antagonist = S1P3 receptor antagonists, primary screen, cell-based. CHO S1P3 NFAT-BLA reporter, FRET fluorescence, antagonist mode. 0.27% of 170,000 active. AID 485, 2006. inhibition, % at 4.98 µM;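 active means inhibition above the plate cutoff, the mean inhibition of test wells on that plate plus 3 SD, cut at about 28% in these data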;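 further: cells challenged with S1P at its EC80 of 0.8 µM; blue over green emission ratio from cleaved BLA substrate after 4 h stimulation; 0% = S1P-stimulated wells and 100% = unstimulated DMSO-only wells; some compounds past the cut are filed as inactive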
Target sequence (Q99500 whole entry, looked up): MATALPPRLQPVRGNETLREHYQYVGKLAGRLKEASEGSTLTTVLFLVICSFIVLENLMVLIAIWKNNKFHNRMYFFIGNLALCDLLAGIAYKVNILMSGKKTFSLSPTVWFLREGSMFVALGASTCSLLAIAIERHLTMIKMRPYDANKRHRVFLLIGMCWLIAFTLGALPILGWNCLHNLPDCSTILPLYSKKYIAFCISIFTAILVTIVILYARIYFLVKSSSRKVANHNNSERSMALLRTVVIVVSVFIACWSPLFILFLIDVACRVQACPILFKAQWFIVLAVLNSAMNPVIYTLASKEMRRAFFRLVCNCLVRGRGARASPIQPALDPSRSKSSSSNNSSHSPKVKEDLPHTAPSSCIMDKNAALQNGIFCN
bIAP inh = bovine intestinal alkaline phosphatase inhibitors, primary screen, selectivity assay for TNAP inhibitor project, biochemical, bovine IAP, CDP-star luminescence; purified bovine IAP, 30 min; alkaline phosphatase, intestinal [Bos taurus]; AID 1019, 2008; inhibition, % at 20 µM; 190,000 tested, under 10 active;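 active means over 50% inhibition of intestinal alkaline phosphatase at 20 µM in the single-dose screen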
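System: Purified bovine intestinal alkaline phosphatase (IAP) enzyme | Input: IAP diluted 1/65,000,000 in the well | Also added: CDP-star chemiluminescent phosphatase substrate, 30 µM final | Dosing: 20 µM single dose | Times: Enzyme reaction for 30 min at room temperature | Detection: Luminescence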
ROMK mod = ROMK potassium channel modulators, primary screen, cell-based, thallium flux, MLSMR library; B-score at 10 µM; Tet-inducible ROMK, thallium flux fluorescence; actives lie on both sides; 2% of 130,000 active; ATP-sensitive inward rectifier potassium channel 1 (Homo sapiens), P48048;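 active means signal ratio slope over the read window, or its plate-corrected B-score, at least 3 SD from the plate mean, either direction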;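 further: B-score of the F/F0 ratio slope over 7 to 12 s after thallium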
RAM inhibit = inhibitors of the yeast RAM network, primary screen, dse1pr::URA3 reporter, 5-FOA selection. S. cerevisiae dse1pr::URA3 reporter, 5-FOA growth OD615, 2 d; analog-sensitive cbk1-as2 kinase mutant strain. inhibition, % at 50 µM. 1.8% of 190,000 active;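 active means inhibition above a set limit, 3 SD over mean compound inhibition, cut at about 8.4% in these data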;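 further: 0% = DMSO-only wells with no growth and 100% = 10 µM 1-NA-PP1 full growth; inhibition rescues growth on 5-FOA so higher OD means more RAM inhibition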
Lmaj promast = Leishmania major promastigote growth inhibition, primary screen. inhibition, % at 10 µM. Leishmania major promastigotes, resazurin fluorescence viability. 9% of 200,000 active; in the data active means inhibition above about 50%;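 further: promastigotes grown with compound for 44 hours at 28 °C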
PPARg SRC2 recr = agonists of PPARg-SRC-2 recruitment, primary screen, biochemical, HTS; activation, % at 8 µM; Peroxisome proliferator-activated receptor gamma (Homo sapiens), P37231; 0.34% of 200,000 active; PPARgamma LBD-SRC-2 recruitment; in the data active means activation above about 22%;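 further: 0% = vehicle and 100% = reference agonist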
Target sequence (P37231 whole entry, looked up, the tested form may be a part): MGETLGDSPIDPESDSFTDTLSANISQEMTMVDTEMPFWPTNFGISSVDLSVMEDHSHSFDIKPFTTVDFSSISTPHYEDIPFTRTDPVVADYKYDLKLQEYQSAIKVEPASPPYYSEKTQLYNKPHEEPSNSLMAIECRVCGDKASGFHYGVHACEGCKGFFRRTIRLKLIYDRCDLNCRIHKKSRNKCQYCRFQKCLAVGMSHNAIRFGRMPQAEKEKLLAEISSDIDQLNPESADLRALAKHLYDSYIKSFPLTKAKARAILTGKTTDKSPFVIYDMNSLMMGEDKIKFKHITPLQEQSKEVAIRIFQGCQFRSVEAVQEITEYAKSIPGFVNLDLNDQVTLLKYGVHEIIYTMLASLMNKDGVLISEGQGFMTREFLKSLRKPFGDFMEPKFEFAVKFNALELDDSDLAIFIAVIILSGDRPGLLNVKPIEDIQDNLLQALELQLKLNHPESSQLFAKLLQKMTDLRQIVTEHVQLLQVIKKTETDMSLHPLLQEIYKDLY
Efa HMGR inh = inhibitors of E. faecalis class II HMGR, primary screen, biochemical, Enterococcus faecalis | inhibition, % at 10 µM | AID 1066, 2008 | 0.41% of 190,000 active | HMG-CoA reductase (Enterococcus faecalis, mvaE) | purified E. faecalis HMGR, NADPH absorbance 340 nm kinetic;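 active means inhibition above a set limit, the median over all tested compounds plus 3 SD, cut at about 9.5% in these data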;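 further: enzyme runs in reverse so mevalonate oxidation gives rising NADPH absorbance; 0% = complete reaction with DMSO and 100% = background rate lacking mevalonate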
PPARg SRC3 recr = PPARgamma agonists recruiting SRC-3 coactivator, primary screen, biochemical; biochemical PPARgamma/SRC-3 coactivator recruitment assay; activation, % at 8 µM; 0.26% of 200,000 active; AID 731, 2007; in the data active means activation above about 23%;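 further: 0% = DMSO and 100% = reference agonist; some compounds past the cut are filed as inactive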
PPARg SRC-1 ag = PPARgamma agonists recruiting SRC-1 coactivator, primary screen, biochemical | activation, % at 8 µM | PPARgamma-SRC-1 coactivator recruitment biochemical assay | 0.41% of 200,000 active | Peroxisome proliferator-activated receptor gamma (Homo sapiens), P37231; in the data active means activation above about 19%;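 further: 0% = DMSO and 100% = reference agonist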
Redox H2O2 prof = compounds producing H2O2 with reducing agent – biochemical, NIH compound library profiling, artefact control for MLSCN library redox annotation, primary screen; activation, % at 10 µM; DTT-dependent redox cycling H2O2, phenol red/HRP absorbance; 100% = 100 µM peroxide control, 0% = buffer; 0.03% of 200,000 active; AID 878, 2007;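 active means activation of at least 50% relative to the plate's high and low controls in the primary single-dose screen; inactive means activation below 50%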;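 further: compound incubated with DTT at 0.8 mM final as the reducing agent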
Active calls of the source: *; / = not tested or not shown.

SMILES	SRC2 TRFRET art	S1P3 antagonist	bIAP inh	ROMK mod	RAM inhibit	Lmaj promast	PPARg SRC2 recr	Efa HMGR inh	PPARg SRC3 recr	PPARg SRC-1 ag	Redox H2O2 prof
CC(C)(C)OC(=O)N1CCOCCOCCN(C(=O)OC(C)(C)C)CCOCCOCC1	1522	-22.6	-6.1	/	1.2	0.3	5.1	-2.0	4.2	4.3	1.3
CCOc1ccc(C(=O)Nc2ccc3c(c2)OCCO3)cc1OC	1409	-2.7	5.4	/	8.5*	-4.3	7.8	2.1	-2.5	-0.7	2.0
CCOC(=O)N1CCN(C(=O)c2cnc3n(c2=O)CCS3)CC1	1359	13.5	-2.1	/	1.3	-5.8	-1.1	-1.4	19.4	-1.1	-3.9
COc1ccc(C(=O)N2CCN=C2SCc2cccnc2)c(OC)c1	1604	-15.0	1.6	/	0.2	2.7	4.6	-1.3	8.8	6.4	-0.6
COC(=O)c1c(C)nc2nonc2c1N	1405	-16.3	-21.1	0.102	1.5	-1.2	-5.5	0.6	-0.2	-0.6	0.4
Cc1c(C(=O)NCc2cccnc2)oc2ccc(S(=O)(=O)N3CCC4(CC3)OCCO4)cc12	1491	/	3.2	1.15	-0.1	2.4	2.6	-3.3	3.4	1.4	0.1
Cc1cc(C)cc(NC(=O)N2CCCC2C(=O)Nc2ccc(-n3cnnn3)cc2)c1 (stereo not drawn)	1462	/	5.8	1.28	1.4	-5.6	6.8	-2.2	2.0	-3.5	-0.1
COc1ccc2c(CN3CCN(S(=O)(=O)c4cccs4)CC3)cc(=O)oc2c1	1356	5.5	5.9	0.0812	3.7	3.0	-3.4	-1.5	-1.4	-2.8	-0.2
CC1(C)CC(=O)C2=C(C1)N(Cc1cccnc1)C(=O)C2(NC(=O)C1CC1)C(F)(F)F (stereo not drawn)	1587	-20.7	0.5	/	0.3	-6.6	0.2	-5.8	12.6	7.1	0.4
CCCCn1c(NC(C)CC)nc2c1c(=O)[nH]c(=O)n2C (stereo not drawn)	1609	-0.8	-1.4	0.202	0.3	-0.1	4.1	-6.2	13.4	8.1	-1.2
Cc1ccc(CNc2ncccc2-c2nc3cc(Cl)ccc3o2)cc1	1817	/	-6.1	/	4.4	5.8	4.5	-4.7	-1.5	3.4	-0.7
Cc1csc(SCC(=O)Nc2cc(C(C)(C)C)nn2-c2ccccc2)n1	1495	-15.6	3.8	-0.155	0.2	11.0	1.7	-3.3	-0.2	-6.3	-1.2
O=C(Cn1nnc(-c2ccccc2F)n1)NCc1ccco1	1527	6.2	-5.4	0.156	2.4	-10.7	-2.3	-4.5	1.9	-8.1	-0.8
Cc1cccc(NC(=O)C(=O)NCCCN2CCOCC2)c1	1421	-1.6	10.2	-0.0441	0.4	-5.6	-2.5	-6.0	1.2	2.7	0.4
COCCNC(=S)N1CCN(c2cccc(C)c2C)CC1	1427	-7.1	-1.3	0.649	0.4	6.0	-11.9	-3.1	-1.6	0.3	-0.3
CCCn1nc(C(=O)OCC(=O)c2ccccc2)c2ccccc2c1=O	1617	5.5	5.1	-0.0896	1.5	-3.1	3.7	-5.8	0.0	-4.6	-1.9
O=C(Nc1ccccc1N1CCOCC1)C1CCN(S(=O)(=O)c2cccc(C(F)(F)F)c2)CC1	1536	0.6	5.3	-0.088	0.6	66.1*	3.2	1.8	2.1	0.9	0.1
CCOC(=O)c1csc(NC(=O)CSc2nnnn2-c2ccc3c(c2)OCCO3)n1	1666	/	8.5	-1.5	3.4	-3.0	6.8	-7.5	-4.8	0.2	0.9
Cc1ccccc1N1Cc2ccccc2C1	1383	0.3	-0.4	/	1.1	-2.4	-2.5	-1.9	0.8	-3.6	-0.2
O=C(O)c1ccc(SCc2cnc(Cl)s2)cc1	1613	/	-0.8	/	0.1	-4.6	7.9	5.4	-1.0	1.3	-1.7
O=[N+]([O-])c1cccc(-c2noc(COc3ccccc3)n2)c1	1544	5.2	14.6	0.444	4.6	-1.8	-0.4	-3.5	1.5	11.2	-0.4
CN1CCN(C(CNS(=O)(=O)c2cccs2)c2cccnc2)CC1 (stereo not drawn)	1511	-26.6	3.9	/	3.5	-9.3	4.6	-4.3	2.4	-4.9	-0.1
CN1CCN(/N=C/c2ccc(N(C)c3ccccc3)cc2)CC1	1646	-8.0	-10.5	0.335	-0.6	83.1*	8.3	-6.7	5.6	6.7	-1.2
O=C(c1ccccc1-c1ccccc1)N1CCN(c2ccccn2)CC1	1491	-6.2	-1.0	1.1	2.8	3.0	1.7	-0.5	6.7	-1.8	0.7
O=C(NCc1ccccc1)C(c1ccccc1)N(C(=O)c1csnn1)C1CC1 (stereo not drawn)	1388	-10.7	-19.9	0.576	0.4	4.0	3.5	-6.9	1.1	-0.3	-1.5

Other results follow:
SMILES	SRC2 TRFRET art	S1P3 antagonist	bIAP inh	ROMK mod	RAM inhibit	Lmaj promast	PPARg SRC2 recr	Efa HMGR inh	PPARg SRC3 recr	PPARg SRC-1 ag	Redox H2O2 prof
COc1cc(C(=O)NCCc2cn3ccc(C)cc3n2)cc(OC)c1OC	1631	-11.5	5.2	/	1.6	0.9	0.9	-1.1	1.5	-3.3	0.9
COc1cccc(CNc2ccc(F)c(Cl)c2)c1OC	1526	/	34.1	-0.106	1.2	-0.3	11.5	-2.7	3.7	5.1	0.3
CCCOc1ccc(C(=O)CCC(=O)OCC(=O)Nc2ccc(Oc3ccccc3)cc2)cc1	1445	-14.7	10.3	/	6.2	-5.3	5.2	2.5	2.3	12.7	-0.1
Cc1ccccc1CC1(CO)CCCN(C(=O)c2ccc(F)cc2)C1 (stereo not drawn)	1506	-14.6	11.2	-0.101	-0.2	3.4	-4.0	1.7	1.7	-0.7	-1.9
Cc1occc1C(=O)NCCCc1ccccc1	1754	-19.4	7.9	/	0.0	1.4	5.3	1.5	11.8	5.1	5.8
Cn1c(=O)n(Cc2ccccc2)c(=O)c2c1nc1n2CCS1	1579	13.2	3.7	-0.126	1.2	0.9	-2.2	-0.3	-5.8	-4.0	2.7
CCCCn1c(=N)n(CC(O)COc2cccc(C)c2)c2ccccc21 (stereo not drawn)	1689	-5.0	-18.4	-5.78*	0.5	100.4*	1.9	-5.3	8.2	4.5	-1.4
O=C(c1cc(F)c(F)cc1Cl)N1CCCCC1	1393	-37.7	2.7	-0.298	-0.1	-5.6	9.0	-0.9	9.7	0.5	1.3
O=C(COC(=O)/C=C/c1cccc(F)c1)Nc1ccccc1	1436	-1.7	1.4	-0.747	0.8	-4.4	-10.9	-9.1	0.1	6.6	0.7
O=C(c1ccc(Cl)c(Cl)c1)N1CCC(O)(CN2CCOCC2)CC1	1420	-3.0	-0.8	0.716	-0.1	78.6*	4.7	0.5	0.6	-6.2	-0.2
O=C(NCc1ccncc1)Nc1cccc([N+](=O)[O-])c1	1674	-5.9	2.2	-0.515	-0.1	5.7	7.0	0.4	2.2	-1.3	0.6
CCN(CC)C(=O)Cn1cnc2sc(C(=O)Nc3cc(OC)c(OC)c(OC)c3)c(C)c2c1=O	1518	/	0.7	1.26	0.5	1.3	2.4	-9.6	7.3	3.6	0.2
O=C(Nc1cnn(Cc2ccc(F)cc2)c1)c1cc(-c2cccs2)on1	1455	16.9	2.5	-0.0564	3.7	4.0	8.2	-0.1	7.6	7.0	3.0
CCOc1c2ccc(C(=O)NCc3ccc4c(c3)OCO4)cc2nn1C	1606	/	7.9	/	-0.1	-7.4	5.6	1.6	-0.4	8.2	-3.3
COc1ccc(Br)cc1S(=O)(=O)n1ccnc1C	1614	-13.1	5.9	/	1.0	5.5	1.8	-1.6	11.7	-3.6	0.9
Cc1n[nH]c(C)c1S(=O)(=O)N1CCCC(C(=O)NC2CCCc3ccccc32)C1 (stereo not drawn)	1486	-13.3	-14.0	/	1.4	0.1	1.5	-6.3	2.4	2.9	-1.6
CCC(NC(=S)NCc1ccccc1)C(=O)O (stereo not drawn)	1399	/	9.8	0.763	-0.1	-8.5	6.7	0.6	2.4	1.7	0.0
C=CCn1c(SCC(=O)Nc2ccccc2)nnc1-c1cccc(S(=O)(=O)N2CCOCC2)c1	1730	-16.6	-1.9	/	2.1	-5.4	5.7	-3.4	0.3	11.4	0.7
O=C(CN1CC(=O)Oc2ccccc21)OCC(=O)c1ccc(F)cc1	1514	-10.7	-30.9	-0.454	0.9	6.6	6.2	2.2	-1.4	-4.8	-1.5
Cn1c(SCC(=O)Nc2cccnc2)nnc1-c1ccccc1F	1534	1.3	-3.1	-0.966	-0.4	-5.2	1.8	-0.6	1.5	1.3	-0.1
CCC(C)Cn1c(C(C)C)nc2ccccc21 (stereo not drawn)	1686	0.9	-7.2	0.549	-0.4	2.5	7.2	1.8	-2.7	9.7	0.3
CS(=O)(=O)N1N=C(c2cccs2)CC1c1ccccc1F (stereo not drawn)	1639	6.1	13.1	-0.34	4.8	-1.9	10.8	-0.7	1.0	8.6	-1.0
CCCCn1nc2cc(C(=O)NCc3ccco3)ccc2c1OCC	1478	/	-1.5	/	1.2	7.1	5.5	2.4	-3.8	-2.5	-4.3
CC1(C)Cc2c(sc3c2c(=N)n(Cc2ccco2)c(=O)n3CC(=O)Nc2cccc(Cl)c2)CO1	1537	/	-8.5	/	0.8	11.1	-0.1	-1.2	-2.2	0.2	-0.9
CCOc1ccc(S(=O)(=O)NCCCN2CCCC2=O)cc1	1529	-5.7	0.0	0.842	-0.6	2.0	-1.6	-2.5	-2.4	-2.1	-2.1

By substructure, those above with a COOH group
SMILES	SRC2 TRFRET art	S1P3 antagonist	bIAP inh	ROMK mod	RAM inhibit	Lmaj promast	PPARg SRC2 recr	Efa HMGR inh	PPARg SRC3 recr	PPARg SRC-1 ag	Redox H2O2 prof
O=C(O)c1ccc(SCc2cnc(Cl)s2)cc1	1613	/	-0.8	/	0.1	-4.6	7.9	5.4	-1.0	1.3	-1.7
CCC(NC(=S)NCc1ccccc1)C(=O)O (stereo not drawn)	1399	/	9.8	0.763	-0.1	-8.5	6.7	0.6	2.4	1.7	0.0

Records listed above shown as hits in RAM inhibit.
SMILES	S1P3 antagonist	bIAP inh	ROMK mod	RAM inhibit	Efa HMGR inh	PPARg SRC3 recr	Redox H2O2 prof
CCOc1ccc(C(=O)Nc2ccc3c(c2)OCCO3)cc1OC	-2.7	5.4	/	8.5*	2.1	-2.5	2.0

Screens (PubChem BioAssay)
